Screening results deposited in PubChem BioAssay by several laboratories.
hK5 inh = blocks human kallikrein 5 protease activity; Q9Y337; recombinant hK5, fluorogenic AMC substrate cleavage; inhibition, % at 5 µM; hit rate 0.59% among 210,000; AID 873;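 active = inhibition of 40% or more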;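 also: 0% = enzyme controls without compound and 100% = no-enzyme blanks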
14-3-3 Bad PPI = disrupts binding of bovine 14-3-3 zeta to phospho-Bad peptide; inhibition, % at 21.7 µM; hit rate 0.71% among 220,000; P63103; TR-FRET 14-3-3zeta/Dy647-pBad peptide displacement, 1 h;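 active = inhibition above about 70%, limit read from the data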;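 also: 0% = full 14-3-3 plus peptide FRET controls and 100% = background without 14-3-3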
Wee1 stabilizer = human Wee1 degradation inhibition, primary screen; P30291; HeLa Luc-Wee1K328M stability, luciferase luminescence; 100% = proteasome inhibitor MG132 effect; reporter increase, % at 5 µM; hit rate 1.2% among 220,000;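 active = activation above the mean of all tested compounds plus 3 SD, set per screening run, cut at about 8.8% in these data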;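 also: cells exposed to compound for 20 h before luminescence read; 0% = DMSO alone and 100% = MG132 at 30 µM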
MDM2 E3 inh = Mdm2 E3 ligase (human) inhibition. Q00987. cell-based MDM2 ubiquitination luciferase reporter, 2 h; 0 = plate control, 100 = twice control, blank-subtracted. signal enhancement, % at 5 µM. hit rate 0.11% among 210,000. AID 1230;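 active = signal enhancement of 30% or more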;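 also: luminescence tracks abundance of the self-degrading MDM2-luciferase fusion protein; higher signal means inhibition of MDM2 E3 ligase activity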
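Assay system: mammalian cells stably expressing self-ubiquitinating, self-degrading MDM2 E3–luciferase fusion. Quantity: 2000 cells in each well. Medium: DMEM culture medium. Compound dosing: single-point 5 µM. Timing: cell settling 4 h, compound treatment 2 h, both 37 °C. Technique: luciferase luminescence. Read-out basis: percent signal gain over controls, blank-subtracted. Benchmarks: plate controls and plate blanks.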
eIF4E 4G PPI = inhibitors of eIF4E and eIF4G interaction in translation initiation; P63073+Q04637; TR-FRET eIF4E-eIF4GI(517-606) binding, 2 h; inhibition, % at 21.7 µM; hit rate 0.37% among 220,000; AID 782;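 active = inhibition above about 30%, limit read from the data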;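 also: 0% = full FRET control wells and 100% = background wells lacking eIF4GI fragment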
FXIIa inh = factor XIIa (human) inhibition; P00748; purified FXIIa, Boc-QGR-AMC fluorogenic substrate, 2 h; inhibition, % at 5 µM; hit rate 0.3% among 220,000; in the data active = inhibition above about 40%;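 also: 0% = enzyme with no compound and 100% = blank without enzyme; many of its hits are not listed in these tables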
Target sequence (P00748 20-372 limits assumed): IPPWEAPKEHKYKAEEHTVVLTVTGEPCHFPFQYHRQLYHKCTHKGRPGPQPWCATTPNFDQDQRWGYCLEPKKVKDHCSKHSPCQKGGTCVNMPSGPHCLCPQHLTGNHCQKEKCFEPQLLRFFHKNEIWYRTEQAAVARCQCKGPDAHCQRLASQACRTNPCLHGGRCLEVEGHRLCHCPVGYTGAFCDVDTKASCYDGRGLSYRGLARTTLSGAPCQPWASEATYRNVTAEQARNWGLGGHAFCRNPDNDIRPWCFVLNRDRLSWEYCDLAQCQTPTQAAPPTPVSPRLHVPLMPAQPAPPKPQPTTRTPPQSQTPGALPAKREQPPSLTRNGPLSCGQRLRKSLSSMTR
Target sequence (P00748 373-615 limits assumed): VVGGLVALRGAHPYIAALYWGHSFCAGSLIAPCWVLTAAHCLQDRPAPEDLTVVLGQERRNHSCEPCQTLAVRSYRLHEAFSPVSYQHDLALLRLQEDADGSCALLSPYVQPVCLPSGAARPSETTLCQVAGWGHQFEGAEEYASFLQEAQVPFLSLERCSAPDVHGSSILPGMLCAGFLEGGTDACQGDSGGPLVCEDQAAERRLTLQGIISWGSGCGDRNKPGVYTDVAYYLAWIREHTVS
FXIa inh = factor XIa (human) inhibition. P03951. inhibition, % at 5 µM. AID 798. hit rate 0.14% among 220,000. purified FXIa, Boc-Glu-Ala-Arg-AMC fluorogenic substrate;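 active = inhibition of at least 40%; inactive = inhibition below 40%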;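 also: fluorescence of freed AMC excited at 355 nm; 0% = enzyme without compound and 100% = no enzyme blank; many of its hits are not listed in these tables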
Rad51 HR inh = blocks human Rad51 in homologous recombination. hit rate 0.085% among 200,000. hRad51 DNA strand exchange, fluorescence dequenching. inhibition, % at 10 µM. AID 1385;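 active = inhibition above 40% at the single screening dose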;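 also: 0% = DMSO control wells and 100% = blanks with heterologous ssDNA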
Target sequence (Q06609 whole entry, looked up): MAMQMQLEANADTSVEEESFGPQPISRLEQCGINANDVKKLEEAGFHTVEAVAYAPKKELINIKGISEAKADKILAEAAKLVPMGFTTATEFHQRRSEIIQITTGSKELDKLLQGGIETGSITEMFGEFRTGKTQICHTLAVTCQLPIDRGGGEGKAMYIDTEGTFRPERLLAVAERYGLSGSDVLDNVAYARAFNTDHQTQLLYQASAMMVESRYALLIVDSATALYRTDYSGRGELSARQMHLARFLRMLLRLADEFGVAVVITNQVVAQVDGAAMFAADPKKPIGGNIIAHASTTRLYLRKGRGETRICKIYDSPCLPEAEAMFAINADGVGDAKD
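Assay system: Human Rad51 nucleoprotein filaments preassembled on unlabelled ssDNA | Reagent: Donor/quencher-labelled 47-bp dsDNA substrate | Doses: One concentration, 10 µM final | Times: 37 °C 15-min filament assembly, 30-min compound preincubation, 15-min exchange | Technique: Fluorescein emission 520 nm, excitation 485 nm | Benchmarks: Plate control and blank wells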
p97 inhibitor = blocks human p97 ATPase activity; inhibition, % at 8 µM; recombinant p97 ATPase, Kinase-Glo ATP luminescence, 3 h; hit rate 0.42% among 220,000; P55072; in the data active = inhibition above about 15%;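 also: 0% = DMSO vehicle and 100% = wells lacking enzyme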
* hit, by the source's call; . = not tested or not shown; [ ] = remark or other dose. An excerpt (hit frequency here may not be typical).

SMILES	hK5 inh	14-3-3 Bad PPI	Wee1 stabilizer	MDM2 E3 inh	eIF4E 4G PPI	FXIIa inh	FXIa inh	Rad51 HR inh	p97 inhibitor
CCOc1nc(NC(C)C)nc(N2CC3CC(C2)c2cccc(=O)n2C3)n1 (stereo not given)	-23	-10	-2	-12	-6	-7	-7	12	0
C=CCSc1nc2c(c(-c3ccsc3)c1C#N)CN(C)CC2	-2	46	0	-8	-7	3	-1	.	1
COC(=O)c1cncn1C(C)c1ccccc1 (stereo not given)	-30	31[fluorescence artefact?]	3	-13	-9	-4	5	2	-4
CCCC12CN3CCN(C1)CC(CCC)(C3)C2=O	-4	-3	-2	-13	0	6	-2	4	1
CC(C)[C@]12O[C@H]1[C@@H]1O[C@]13[C@]1(O[C@H]1C[C@H]1C4=C(CC[C@@]13C)C(=O)OC4)[C@@H]2O	.	2	-4	.	-2	.	.	-6	6
COc1ccc(-n2c(O)c(C(C)=NCc3ccc4c(c3)OCO4)c(=O)[nH]c2=O)cc1	-5	5	0	-6	3	4	-2	3	1
CC1CN=C(NCc2ccc(F)cc2)S1 (stereo not given)	-1	-7	-4	-9	-1	5	0	8	9
O=C(N/N=C1/CN2CCC1CC2)c1cccc(O)c1	-3	.	0	-1	.	14	7	-8	-7
C/C(=N\N1CCCCCC1)c1c(O)n(-c2ccc(Cl)cc2)c(=O)[nH]c1=O	4	-3	3	.	1	12	4	.	-2
O=C1CC(c2cccnc2)=NN1c1ccc(Cl)cc1Cl	-1	-8	1	-1	-4	6	-2	16	5
O=c1c2ccccc2nc(Cc2ccccc2)n1-c1ccccc1O	-3	-5	3	-8	0	8	-1	-6	2
O=c1[nH]c(CN2CC=C(c3ccccc3)CC2)nc2scc(-c3ccccc3)c12	-3	-4	1	.	-11	-2	-5	-57	11
Cc1c(C=C2C(=O)N(C)C(=O)N(C)C2=O)c(=O)n(-c2ccccc2)n1C	-6	6	1	-2	10	10	9	-17	7
CNC(C(=O)c1ccccc1)C(OC)c1cccc([N+](=O)[O-])c1 (stereo not given)	1	-9	-3	5	-3	10	4	1	7
CS(=O)(=O)NCc1nnc2n1-c1ccc(Cl)cc1C(c1ccccc1)=NC2	-13	-7	-4	1	7	1	6	-3	-5
CCC(=Nc1ccc(OC)cc1OC)c1c(O)n(C)c(=O)n(C)c1=O	-24	14	-3	-21	8	25	0	2	3
O=P(NC(c1ccccc1)c1ccccc1)(Oc1ccccc1)Oc1ccccc1	-12	1	-3	-18	5	5	6	-10	-9
CCN1CCN(Cc2ccc(OC(F)(F)F)cc2)CC1	14	85*	6	-3	0	25	16	-2	-6
N=c1c[n+](CC23CC4CC(CC(C4)C2)C3)[n-]o1	-6	6	3	-27	0	12	0	7	0
O=c1[nH]c(=S)[nH]c(O)c1C(c1ccccn1)c1c(O)[nH]c(=S)[nH]c1=O	-2	10	3	-6	1	9	1	-2	4
Fc1ccc(N2CCN(Cc3ccc4c(c3)OCO4)CC2)cc1	-13	70*	0	-24	-6	4	1	-2	-2
CC(C)(C)c1ccc(S(=O)(=O)N2CC3CC(C2)c2cccc(=O)n2C3)cc1 (stereo not given)	0	13	-2	-8	5	8	-1	-5	-2
COC(=O)CC1=C(C(=O)OC)C2(C(=O)Nc3c(C)cccc32)C(C#N)=C(N)O1 (stereo not given)	-14	-2	2	-11	-7	4	-5	-7	-3
O=c1cccc2n1CC1CC2CN(Cc2c(Cl)cccc2Cl)C1 (stereo not given)	4	15	4	2	1	0	-1	-1	1
c1ccc2c(c1)[nH]c1cnccc12	-13	-1	1	.	3	2	7	-50	3
CCOC(=O)c1nc2ccccc2c(=O)n1-c1ccc(C)cc1	7	8	0	5	1	11	6	0	0
COc1ccc(NC(c2ccccc2)P(=O)(Oc2ccccc2)Oc2ccccc2)cc1 (stereo not given)	-5	-2[fluorescence artefact?]	0	-10	-6	6	-8	2	-5
c1cc2n(c1)-c1c(ccc3c1OCO3)CNC2c1ccc2c(c1)OCO2 (stereo not given)	-20	8	0	4	-2	4	-9	6	-3
COC(=O)C(O)(c1ccc(NC(=O)NC2CCCCC2)cc1)C(F)(F)F (stereo not given)	-9	-1[fluorescence artefact?]	3	-14	2	6	2	.	2
CCN1C(=O)N(CC)C(=O)C2(Cc3ccccc3N3CCN(c4ccccc4)CC32)C1=O (stereo not given)	16	0	2	-21	3	7	7	8	-4
CCc1c(C)nc(N)nc1N1N=C1SCCOc1ccccc1	.	1	0	.	1	4	0	.	3
CCOP(=O)(OCC)C(O)c1ccccc1 (stereo not given)	-2	-10	4	1	0	2	-2	.	4
C=CCC1(CN2CCCCCC2=O)C(=O)NC(=O)NC1=O	-13	11	2	4	2	18	1	3	5
CCOC(=O)C(=CNc1ccc(C(O)(C(=O)OCC)C(F)(F)F)cc1C)C(=O)OCC (stereo not given)	-17	-15	0	1	2	4	-1	7	-1
CC(C)CN(CC(C)C)C(=O)C1C2c3ccccc3C(c3ccccc32)C1C(=O)O (stereo not given)	2	-4	3	7	1	7	-1	1	7
COc1ccccc1N1C(=O)NC(=O)/C(=C\c2cnn(-c3ccccc3)c2)C1=O	5	17	-2	-1	4	.	-1	-4	-2
Cc1cc(NC(=O)C(Cl)(Cl)Cl)no1	-8	-5	6	-10	4	4	3	12	8
CCOc1ccc([N+](=O)[O-])cc1CNCCc1ccccc1	-8	5	11*	-6	5	2	-5	9	2
O=C1NC(=O)C(=Cc2ccc(OCCOc3ccc([N+](=O)[O-])cc3)cc2)C(=O)N1	0	13	4	9	14	11	0	-1	5
CCOC(=O)C1(CCCc2ccccc2)CCN(C2CCCC2)CC1	-1	4	-6	-8	2	11	-1	-1	-1
N#CC1=C(N)Oc2c(c(=O)oc3ccccc23)C1c1ccc([N+](=O)[O-])o1 (stereo not given)	2	4	-1	-8	-1	10	0	-2	2
CCCCn1c(O)c(C=NCCN2CCCCC2)c(=O)[nH]c1=O	-13	3	-2	-4	-3	10	-6	3	5
O=C(NCCO)c1nsnc1NCCCl	-10	6	-2	-12	5	-1	-6	-16	6
CN1CCc2nc(N)c(C#N)c(-c3ccccc3)c2C1	-61	3	-1	2	-1	6	-5	7	-1
c1cc(C2N3CCCN2CC3)ccn1 (stereo not given)	0	-1	-1	.	-4	13	0	10	3
O=C1NC(=O)C2(Cc3ccccc3N3CCCC32)C(=O)N1 (stereo not given)	-3	9[fluorescence artefact?]	3	-16	-1	31	17	-3	4
COc1ccc(OC)c(-n2c(O)c(C=Nc3c(C)n(C)n(-c4ccccc4)c3=O)c(=O)[nH]c2=O)c1	-6	-13[fluorescence artefact?]	-2	-4	-5	13	10	.	5
Cc1ccc(S(=O)(=O)N2CN3CCN(C3)C2)cc1	1	-4[fluorescence artefact?]	-1	13	5[fluorescence artefact?]	10	2	6	7
O=C1/C(=C\c2ccc3c(c2)OCO3)N2CCC1CC2	-28	1	-4	-5	3	4	-31	-2	1
Cc1cc2c(s1)NC(=O)CN=C2c1cccs1	1	9	2	1	4	5	-4	4	4

In the list so far, 3 have a thiophene ring, fused or not.
SMILES	hK5 inh	14-3-3 Bad PPI	Wee1 stabilizer	MDM2 E3 inh	eIF4E 4G PPI	FXIIa inh	FXIa inh	Rad51 HR inh	p97 inhibitor
C=CCSc1nc2c(c(-c3ccsc3)c1C#N)CN(C)CC2	-2	46	0	-8	-7	3	-1	.	1
O=c1[nH]c(CN2CC=C(c3ccccc3)CC2)nc2scc(-c3ccccc3)c12	-3	-4	1	.	-11	-2	-5	-57	11
Cc1cc2c(s1)NC(=O)CN=C2c1cccs1	1	9	2	1	4	5	-4	4	4

(listing goes on)
SMILES	hK5 inh	14-3-3 Bad PPI	Wee1 stabilizer	MDM2 E3 inh	eIF4E 4G PPI	FXIIa inh	FXIa inh	Rad51 HR inh	p97 inhibitor
CCc1ccccc1NC(=O)CSc1nnc([C@@H](N)Cc2c[nH]c3ccccc23)o1	-3	4	-2	-6	8	17	3	0	-6
COC(=O)COc1cc(C)cc2oc(=O)c3c(c12)CCCC3	-20	0	0	-2	1	-1	-4	-4	0
c1ccc(C2CC3CC(c4ccco4)N2O3)cc1 (stereo not given)	-19	-12	-2	4	-5	10	-3	-4	-2
O=C(c1ccc2c(c1)OCO2)C1CCCN(CC2CCCCC2)C1 (stereo not given)	.	10	-2	-17	4	0	-4	.	2
O=c1c2ccccc2nc(/C=C/c2ccc3c(c2)OCO3)n1-c1cccc(O)c1	-9	-2	1	20	3[fluorescence artefact?]	2	6	1	2
Cc1ccccc1CS(=O)(=O)Cc1ccc(C(=O)N2CCC3(CC2)OCCO3)o1	-4	3	0	-11	-2	10	8	.	-6
O=C(CCN1C(=O)COc2ccccc21)N1CCC2(CC1)OCCO2	-9	11	6	-4	6	16	2	-9	3
COc1ccc(C)cc1NC(=O)N1CCC2(CC1)OCCO2	.	-2	-3	-7	0	1	-2	.	3
CN(C)c1ccc(C=C(C#N)C#N)cc1	-10	-7	0	9	14	8	7	-10	-1
Cc1nn(Cc2ccccc2)c(C)c1C=C1C(=O)NC(=S)NC1=O	-12	19	2	-14	9[fluorescence artefact?]	7	5	-3	5

2 records drawn at random from the list so far:
SMILES	hK5 inh	14-3-3 Bad PPI	Wee1 stabilizer	MDM2 E3 inh	eIF4E 4G PPI	FXIIa inh	FXIa inh	Rad51 HR inh	p97 inhibitor
O=C(c1ccc2c(c1)OCO2)C1CCCN(CC2CCCCC2)C1 (stereo not given)	.	10	-2	-17	4	0	-4	.	2
COc1ccc(C)cc1NC(=O)N1CCC2(CC1)OCCO2	.	-2	-3	-7	0	1	-2	.	3

Carrying on.
SMILES	hK5 inh	14-3-3 Bad PPI	Wee1 stabilizer	MDM2 E3 inh	eIF4E 4G PPI	FXIIa inh	FXIa inh	Rad51 HR inh	p97 inhibitor
CCOC(=O)C(O)(c1ccc(N=c2ccccn2C)cc1)C(F)(F)F (stereo not given)	-2	2	-3	-6	5	2	-5	.	-2
O=c1[nH]c(O)c(C=Nc2ccccc2Sc2ccccc2)c(=O)[nH]1	-1	2	-1	-5	2	5	-1	0	6
Cc1cccc(-n2c(=S)[nH]c3ccccc3c2=O)n1	0	-9	1	-6	1	4	-3	-4	7
C=CCn1c(O)c(C(C)=NC2CC2)c(=O)[nH]c1=O	7	-2	6	-34	4	-1	-5	-2	6
Cc1nn(Cc2ccccc2)c(C)c1C(=O)OCC(=O)NCc1ccco1	3	-13	-1	-2	3	5	-2	-2	3
CCCCc1nc2ccccc2c(=O)n1-c1ccc(Cl)cc1[N+](=O)[O-]	-3	-8	2	-9	-1[fluorescence artefact?]	4	-1	-4	2
Cc1nc2ccccc2c(=O)n1-c1ccc(Br)cn1	0	0	0	-7	7	0	-7	25	1
COc1ccc(-c2nc(CSCC(=O)N3CCC4(CC3)OCCO4)c(C)o2)cc1OC	-3	.	-1	-7	.	1	-8	-33	-4
CC(C)n1c(O)c(C=NCc2cccnc2)c(=O)[nH]c1=S	1	2	8	-5	-2	1	0	9	7
Cc1ccc(N=Nc2c(O)[nH]c(=O)[nH]c2=O)c([N+](=O)[O-])c1	5	12	-3	1	7	9	-5	-8	-1
CCc1c(C)nc(N)nc1N1N=C1SCC#N	7	-11[fluorescence artefact?]	-3	-7	0[fluorescence artefact?]	58*	32	-1	-1
Cc1cccc(N=Cc2c(O)n(-c3ccccc3C)c(=O)[nH]c2=O)c1	0	-3[fluorescence artefact?]	-1	-4	2[fluorescence artefact?]	17	5	-6	1
CN1OC[C@@H]2COc3ccc4ccccc4c3[C@@H]21	4	3	1	8	2	10	1	-11	-4
